JMJD2A Tudor inh – JMJD2A Tudor domain (human) inhibition; O75164; AlphaScreen JMJD2A-Tudor / H3K4me3 peptide binding; Potency, µM (series often up to 114 µM), for the others: at the highest dose activity change, negative = inhibition, most hits filed as inhibitors; 390,000 compounds, 4.4% hits; AID 504339; note: potency is the fitted concentration of half-maximal effect; % is set by controls: 0 for no effect and ±100 for the full control effect; nearly all actives have a fitted effect of over 50% in size
PI4K2A block – PI4K2A (human) kinase inhibition | 420,000 compounds, 0.13% hits | activity change, negative = inhibition, % at 76.9 µM | purified PI4K2A, ADP-Glo luminescence, 1 h; hits give low values | Q9BTU6; in the data active = activity change below about -50%; inconclusive = mostly about -30% to -49%;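 note: -100% = wells without enzyme as full effect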
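Compounds are screened against recombinant PI4K2A using PI as substrate and ATP, the latter dispensed at 300 microM. Reactions run one hour at ambient temperature before ADP-Glo detection; full inhibition defined by wells lacking enzyme.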
BAZ2B block – inhibitors of human BAZ2B bromodomain. Q9UIF8. AlphaScreen BAZ2B-H3K14Ac peptide displacement. Potency, µM (top dose mostly 114 µM), for inactives: top-dose activity change, negative = inhibition, most hits filed as inhibitors. 360,000 compounds, 4.4% hits. AID 504333; note: potency is the fitted concentration of half-maximal effect; % is set by controls: 0 for no effect and ±100 for the full control effect; nearly all actives have a fitted effect of over 60% in size
Target sequence (Q9UIF8 whole entry, looked up): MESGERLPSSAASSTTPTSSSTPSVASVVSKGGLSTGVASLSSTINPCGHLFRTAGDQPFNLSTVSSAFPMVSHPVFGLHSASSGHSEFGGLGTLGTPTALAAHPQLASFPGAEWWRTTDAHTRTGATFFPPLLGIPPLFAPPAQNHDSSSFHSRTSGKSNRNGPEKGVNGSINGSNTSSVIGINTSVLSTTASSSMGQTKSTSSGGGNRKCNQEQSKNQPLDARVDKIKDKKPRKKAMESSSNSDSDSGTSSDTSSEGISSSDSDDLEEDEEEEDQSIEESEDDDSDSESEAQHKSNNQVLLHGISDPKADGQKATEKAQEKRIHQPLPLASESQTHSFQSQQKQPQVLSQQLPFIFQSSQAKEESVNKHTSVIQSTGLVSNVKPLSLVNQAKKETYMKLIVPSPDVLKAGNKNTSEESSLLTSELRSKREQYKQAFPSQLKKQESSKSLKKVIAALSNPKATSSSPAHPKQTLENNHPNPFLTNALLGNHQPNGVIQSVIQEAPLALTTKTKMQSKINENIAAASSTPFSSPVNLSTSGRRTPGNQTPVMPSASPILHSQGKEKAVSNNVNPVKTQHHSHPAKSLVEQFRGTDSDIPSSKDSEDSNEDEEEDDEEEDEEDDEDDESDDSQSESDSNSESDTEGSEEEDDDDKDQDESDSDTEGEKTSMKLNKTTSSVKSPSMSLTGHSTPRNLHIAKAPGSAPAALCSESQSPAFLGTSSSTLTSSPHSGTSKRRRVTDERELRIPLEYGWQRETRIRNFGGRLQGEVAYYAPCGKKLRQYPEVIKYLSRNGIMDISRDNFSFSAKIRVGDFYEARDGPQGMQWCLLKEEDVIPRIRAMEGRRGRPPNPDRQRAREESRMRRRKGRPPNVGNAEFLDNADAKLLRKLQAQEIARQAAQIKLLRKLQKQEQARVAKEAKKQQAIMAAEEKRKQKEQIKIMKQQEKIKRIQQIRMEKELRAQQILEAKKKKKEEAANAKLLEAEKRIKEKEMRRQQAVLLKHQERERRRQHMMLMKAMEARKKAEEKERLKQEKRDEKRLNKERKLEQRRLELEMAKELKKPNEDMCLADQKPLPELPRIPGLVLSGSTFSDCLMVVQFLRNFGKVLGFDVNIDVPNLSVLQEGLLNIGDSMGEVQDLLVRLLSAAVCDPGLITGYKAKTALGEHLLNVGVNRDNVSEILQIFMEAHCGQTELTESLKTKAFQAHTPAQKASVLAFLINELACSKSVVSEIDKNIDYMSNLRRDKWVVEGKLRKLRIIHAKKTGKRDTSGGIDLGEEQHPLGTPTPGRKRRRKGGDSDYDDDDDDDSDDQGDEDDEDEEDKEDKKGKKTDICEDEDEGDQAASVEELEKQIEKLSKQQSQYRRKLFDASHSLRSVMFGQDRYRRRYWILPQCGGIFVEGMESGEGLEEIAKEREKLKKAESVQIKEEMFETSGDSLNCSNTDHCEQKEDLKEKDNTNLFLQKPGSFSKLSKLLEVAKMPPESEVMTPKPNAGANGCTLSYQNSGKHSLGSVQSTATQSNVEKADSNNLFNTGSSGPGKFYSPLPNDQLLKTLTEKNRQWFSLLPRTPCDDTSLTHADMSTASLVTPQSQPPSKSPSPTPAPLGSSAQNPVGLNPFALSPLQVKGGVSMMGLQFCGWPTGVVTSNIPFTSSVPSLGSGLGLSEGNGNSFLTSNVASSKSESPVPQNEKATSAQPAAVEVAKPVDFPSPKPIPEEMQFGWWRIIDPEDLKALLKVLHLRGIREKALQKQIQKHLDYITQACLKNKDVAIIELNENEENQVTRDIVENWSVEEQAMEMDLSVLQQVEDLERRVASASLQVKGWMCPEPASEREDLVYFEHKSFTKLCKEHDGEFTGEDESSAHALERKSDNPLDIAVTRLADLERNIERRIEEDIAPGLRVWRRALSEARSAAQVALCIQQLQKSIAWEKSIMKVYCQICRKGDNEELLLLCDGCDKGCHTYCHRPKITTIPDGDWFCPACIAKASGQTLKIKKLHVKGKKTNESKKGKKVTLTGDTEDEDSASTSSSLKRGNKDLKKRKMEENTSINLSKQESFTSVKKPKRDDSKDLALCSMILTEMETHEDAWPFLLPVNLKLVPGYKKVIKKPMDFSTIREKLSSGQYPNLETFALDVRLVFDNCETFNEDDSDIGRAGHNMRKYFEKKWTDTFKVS
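Compounds, titrated to a top concentration of 110 uM, were incubated 30 min at room temperature with preformed BAZ2B/acetyl-K14 H3 peptide complex (50 nM each). Proximity signal was measured by AlphaScreen after 20 min with beads.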
ERG-DNA inh – inhibitors of human ERG Ets domain-DNA interaction; AID 624246; fluorescence polarization, His-ERG Ets domain / labelled DNA; 370,000 compounds, 0.028% hits; Potency, µM (doses to about 76.9 µM), for inactives: top-dose FP activity, negative = inhibition, usual class: inhibitors; active = well fitted inhibition curve with a large enough effect in the polarisation, with a control signal flat; inconclusive = small, poorly fitted or top-dose-only effect, or effect the other way, or a change in a side signal; inactive = no such curve, though single readings can be large or run the other way; the % refers to the polarisation;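 note: polarization taken with two DNA probes labelled with fluorescein and Texas red; potency is the fitted concentration of half-maximal effect; % of control where 0% means no effect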
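His-tagged ERG Ets domain (1 uM in the protein solution; 300mM KCl, 50mM Tris-HCl, 1mM EDTA, 1mM DTT, pH 7.5) received compound, then a probe mix of 5 nM fluorescein-DNA and 100nM Texas-615-DNA. Fluorescence polarization was read for both dyes.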
G9a block – blocks human histone lysine methyltransferase G9a; G9a H3K9 monomethylation, AlphaScreen, 2 h; Potency, µM (highest dose often 102 µM), without a hit: at the top dose activity, negative = inhibition, hits mostly inhibitors; 350,000 compounds, 8.8% hits; note: potency is the fitted concentration of half-maximal effect; % is set by controls: 0 for no effect and ±100 for the full control effect; nearly all actives have a fitted effect of over 75% in size
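Compounds were preincubated with 20 nM G9a for 15 min, after which biotinylated H3K9 peptide (500 nM) and SAM (20 uM) started a 2 h room-temperature reaction. Monomethylated product was quantified by antibody-based AlphaScreen chemiluminescence.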
ALOX12 inh – blocks human arachidonate 12S-lipoxygenase | 580,000 compounds, 1.1% hits | P18054 | Potency, µM (highest dose often 108 µM), without a hit: at the top dose activity change, negative = inhibition, most hits filed as inhibitors | purified 12hLO, xylenol orange hydroperoxide absorbance; note: potency is the fitted concentration of half-maximal effect; % is set by controls: 0 for no effect and ±100 for the full control effect
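Purified human 12hLO at 150 nM in 25 mM Hepes, 0.01% Triton X-100, pH 7.0, preincubated 15 min at room temperature with compound. Reaction started with 40 uM arachidonic acid, 30 min at room temperature. Hydroperoxide measured by Fe-xylenol orange, 573/405 nm absorbance ratio.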
GLS inh – inhibitors of human glutaminase (GLS); GLS enzymatic activity, qHTS titration; O94925; AID 624170; 410,000 compounds, 0.21% hits; Potency, µM (titrated, usually from 45.5 µM), for inactives: at the top dose activity change, negative = inhibition, usual class: inhibitors; note: potency is the fitted concentration of half-maximal effect; % is set by controls: 0 for no effect and ±100 for the full control effect
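Human kidney-isoform GLS in 45 mM KH2PO4 pH 8.2, 0.02% Tween-20, with compound, started with 1mM L-Glutamine (added stock). Glutamate oxidase/HRP/Amplex red coupled fluorescence read at start and after 30 min at RT.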
RGS4 inhibitor – human RGS4 inhibition | P49798 | Transcreener GDP fluorescence polarization, RGS4-accelerated GTP hydrolysis | Potency, µM (titrated, usually from 114 µM), inactives show at the top dose activity change, negative = inhibition, actives largely listed as inhibitors | 390,000 compounds, 0.039% hits | AID 504845; note: potency is the fitted concentration of half-maximal effect; % is set by controls: 0 for no effect and ±100 for the full control effect; nearly all actives have a fitted effect of over 75% in size; some results filed as inactive show a strong effect at the top dose
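MLSMR compounds (23 nl, pin-transferred) preincubated 10 min at room temperature with a 500nM (2x) first reagent, then RGS4 at 900nM (2x) plus Transcreener GDP mix added; fluorescence polarization (620/688 nm) read before and after 90 min at 30 °C.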
HP1b chromo inh – inhibitors of HP1-beta chromodomain binding to methylated histone tails | AlphaScreen HP1-beta / biotin-H3K9me3 peptide binding | Potency, µM (highest dose often 114 µM), without a hit: top-dose activity change, negative = inhibition, actives largely listed as inhibitors | 390,000 compounds, 0.56% hits | AID 540317; note: potency is the fitted concentration of half-maximal effect; nearly all actives have a fitted effect of over 70% in size; inactives centre near 23
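Compound inhibition of the preformed complex between 50 nM HP1-beta and 50 nM biotinylated H3K9me3 peptide was read by AlphaScreen. Buffer was PBS pH 7.4 with 0.01% Tween-20. Incubations ran 30 min at room temperature, with 10 ug/mL donor/acceptor beads.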
Starred values were filed as active, the others as inactive; ? = inconclusive; . = not tested or not shown; & = joins results of further samples; ! = not active in a repeat; [ ] = remark or other dose. Unless noted, calls come from the whole dose curve; as a rule, active = well fitted curve in the direction sought with a large enough effect; inconclusive = small, poorly fitted or top-dose-only effect, or another doubt; inactive = no such curve, though single readings can be large; an effect the other way counts as inactive or inconclusive. These rows are one share of the data; rates above refer to the full screens.

| nr | mol | JMJD2A Tudor inh | PI4K2A block | BAZ2B block | ERG-DNA inh | G9a block | ALOX12 inh | GLS inh | RGS4 inhibitor | HP1b chromo inh |
| --- | --- | --- | --- | --- | --- | --- | --- | --- | --- | --- |
| 1 | Cc1ncc([N+](=O)[O-])n1CCN1C(=O)c2ccccc2C1=O | -5.8% | -5.0 | -15.6% | -6.4% | 19.1% | ? | 1.5% | -20.9% | 24.3% |
| 2 | CCN(CC(=O)NCc1cccs1)C(=O)c1ccc(S(=O)(=O)Nc2ccccc2OC)cc1 | 4.1% | -2.3 | -8.5% | -7.8% | -21.8% | -12.5% | 7.4% | 14.0% | 14.5% |
| 3 | CCOC(=O)N(NC(=O)C(O)(C(C)C)C(C)C)c1ccccc1 | -13.8% | 2.0 | -0.1% | 3.1% | -22.9% | 0.4% | -0.6% | -7.4% | -0.8% |
| 4 | CCn1nc(C)cc1C(=O)Sc1ccc(C)cc1 | 22.3% | 7.6 | 22.2% | -4.6% | 143.6%[activator] | 77.4%[activator] | -3.5% | 8.3% | 24.6% |
| 5 | NS(=O)(=O)c1cccc(NC(=O)CCN2C(=O)C3CCCCC3C2=O)c1 (stereo not drawn) | -8.3% | -1.0 | 9.9% | -12.1% | -9.3%[12.7 µM] | 195.6%[activator] | 0.0% | -14.2% | 34.8%[activator] |
| 6 | N#Cc1c(NC(=O)CN2CCN(C(=O)c3ccco3)CC2)sc2c1CCCCC2 | -19.2% | -0.4 | 3.5% | . | 13.0%[59 µM] | ? | -6.5% | -15.9% | 10.4% |
| 7 | CCc1ccccc1NC(=O)c1cccs1 | -1.8% | 1.4 | -3.3% | 6.9% | ? | 0.0% | 3.1% | -21.1% | 23.2% |
| 8 | Clc1ccc(-c2noc(-c3cccnc3N3CCN(c4ccccc4)CC3)n2)cc1 | -7.3% | -12.1 | 4.2% | 0.7% | -30.7%[59 µM] | -24.3% | -3.6% | 5.0% | 29.6% |
| 9 | CCCC(C(=O)NCC1CCCO1)N(Cc1ccccc1)C(=O)CNS(=O)(=O)c1ccccc1 (stereo not drawn) | -6.3% | 3.6 | 2.1% | 13.4% | 15.8% | -21.3% | -13.8% | 2.6% | 25.8% |
| 10 | O=C(Oc1cccc(C(=S)N2CCOCC2)c1)c1cc([N+](=O)[O-])cc([N+](=O)[O-])c1 | ? | 0.6 | ? | 6.7% | 35.5µM* | -1.7% | 2.3% | -23.1% | -18.1% |
| 11 | O=C(c1ccc(CNS(=O)(=O)c2ccc(Br)cc2)cc1)N1CCCC1 | -10.2% | 0.4 | 11.0% | -5.1% | -33.1% | -8.6% | 3.6% | -7.6%[56.9 µM] | 24.3% |
| 12 | COc1cccc(-c2cc(C(=O)NC3CCCC3)no2)c1 | 19.3% | 5.6 | 0.9% | 4.2% | 1.9%[12.7 µM] | -12.7% | 2.4% | -14.5% | 90.4%[activator] |
| 13 | Cc1ccccc1NC(=O)c1c(C)oc2ccc(O)c(CN3CCOCC3)c12 | -22.6% | -0.2 | -11.3% | 4.3% | -31.1%[59 µM] | ? | 18.8% | 13.5% | 5.2% |
| 14 | COC(=O)C1=C(C)N(CCc2c[nH]c3ccccc23)C(=O)C1 | -11.4% | 190.4 | -13.3% | 10.1% | ? | 1.7% | -3.2% | -0.6% | 37.7% |
| 15 | Cc1ccc(NC(=O)COc2ccccc2C(=O)NCCc2ccccc2)cc1 | -10.3% | -5.4 | ? | 5.9% | -5.8% | -11.7% | 1.3% | 2.6% | -14.7% |
| 16 | O=S(=O)(NCCc1ccccn1)c1cc(Cl)cc(Cl)c1O | -8.8% | 6.2 | -2.6% | -16.0% | 22.1%[2.33 µM] | -1.1% | 3.5% | -2.9% | 9.8% |
| 17 | C=CCn1c(SCc2c(C)noc2C)nc2sc3c(c2c1=O)CCC(C)C3 (stereo not drawn) | 7.6% | 0.3 | -6.9% | -2.6% | 39.8µM* | -11.1% | 0.0% | -12.3% | 61.9%[activator] |
| 18 | O=C(/C=C/c1ccccc1[N+](=O)[O-])NCc1ccc(Cl)cc1 | -8.9% | -2.2 | -4.1% | 9.0% | -3.2% | -12.3% | 0.0% | -26.2% | 18.1%[57 µM] |
| 19 | CCn1cc(S(=O)(=O)c2ccc(C)cc2C)c(=O)c2cc(F)c(N3CCCCC3)cc21 | -16.2% | -0.1 | -6.6% | -6.4% | -14.7%[59 µM] | -12.2% | -3.6% | -13.7% | 20.6% |
| 20 | Cc1ccc(-n2c(-c3ccc(Cl)cc3)n[nH]c2=S)c(C)c1 | ? | -0.5 | 11.1%[0.457 µM] | -0.1% | 5.62µM* | ? | -25.9% | -39.9% | 17.4% |
| 21 | CCc1ccc2oc(-c3cc(NC(=O)c4cccnc4)cc(C)c3O)nc2c1 | -16.4% | -2.5 | -4.2% | 2.2% | 12.8%[59 µM] | -1.0%&-3.8% | 2.4% | 6.3% | 38.0% |
| 22 | CCN(CC)c1ccc(NC(=O)Cn2c(C(C)NC(=O)c3ccc(C)cc3)nc3ccccc32)cc1 (stereo not drawn) | -2.6% | 0.9 | -23.4% | 6.8% | ? | -23.7% | 0.0% | -27.3% | 21.4% |
| 23 | Cc1ccc(C)c(OCCCC(C)(C)C(=O)O)c1 | -11.5% | -62.2*! | 1.8% | -10.7% | 18.5%[59 µM] | -2.3% | 7.9%&3.0% | 25.4% | 5.3% |
| 24 | O=C(Nc1ccc(C(=O)N2CCCC2)cc1)C1CCCCC1 | -17.8% | -2.8 | . | 11.9% | . | 14.6% | 2.7% | -11.3% | 28.9% |
| 25 | CSCc1ccc(C(=O)N2CCC(N3CCC(C(=O)NC(C)C)CC3)CC2)o1 | -12.5% | 10.8 | 0.3% | 2.1% | . | 15.7% | 8.2% | -2.1% | 14.1% |
| 26 | Cc1ccc(-n2c(SCc3cc(=O)n4ccsc4n3)nnc2-c2cccnc2)c(C)c1 | -27.3% | -1.7 | 56.2µM* | . | ? | 9.0% | 0.1% | -0.8% | 9.1% |
| 27 | COc1ccc(CNC(=O)c2cnc(N(C)C)nc2)cc1 | 2.3% | -4.9 | 6.1% | -0.2% | 31.2%[59 µM] | -7.2% | -0.1% | -5.7% | 36.9% |
| 28 | COc1ccc(OCCCC(=O)Nc2ccc(S(=O)(=O)N3CCOCC3)cc2)cc1 | -20.6% | -8.4 | 7.9% | 8.6% | -4.2%[12.7 µM] | 262.8%[activator] | 3.7% | -10.9% | 15.3% |
| 29 | COc1ccc(-n2c(C)c(C(C)=O)c3cc(OC(C)=O)ccc32)cc1 | -13.0% | -1.5 | -3.5% | -13.2% | 1.2% | -35.3% | -17.0% | -3.7% | 25.6% |
| 30 | Nc1nc(NC(=O)c2cccc(S(=O)(=O)N3CCCCCC3)c2)nc(-c2ccccc2)n1 | -19.4% | 10.0 | 1.2% | 1.0% | -11.3% | 488.9%[activator] | -3.4% | 4.3% | 29.3% |
| 31 | Cn1nnnc1SCC(=O)Nc1ccc(Oc2ccc(Cl)cc2)cc1 | -5.1% | -0.3 | 9.8% | . | -8.1%[59 µM] | -24.1% | 3.3% | -18.2% | 26.0% |
| 32 | COc1cc([N+](=O)[O-])ccc1NC(=O)/C=C\C(=O)O | -13.6% | -0.7 | -32.7% | -3.4% | -45.1% | -8.7% | 16.3% | -1.2% | 17.9% |
| 33 | COc1ccc(N2CCN(C3CCCN(Cc4ccc(F)c(F)c4)C3)CC2)cc1 (stereo not drawn) | ? | 5.2 | ? | 4.3% | 44.7µM* | -22.8% | 20.6% | 10.4% | -20.2% |
| 34 | CCCCNC(=S)Nc1ccc(F)cc1 | -2.9% | -8.3 | -0.2% | 3.2% | 4.1% | 0.0% | 2.6% | 14.6% | 33.3% |
| 35 | O=c1c2ccc([N+](=O)[O-])cc2ncn1CCOc1cccc(Br)c1 | ? | 18.5 | . | -8.6% | ? | -10.1% | -5.3% | -0.9% | 26.6% |
| 36 | COc1ccc(N(CC(=O)N2CCN(c3ccccc3)CC2)S(=O)(=O)c2c(C)noc2C)cc1 | -26.8% | 0.1 | -11.8% | -11.6% | -10.7% | 6.6% | 3.2% | -1.3% | 21.0% |
| 37 | Cc1nn(Cc2ccccc2)c(C)c1NC(=O)c1cc(-c2ccco2)on1 | -14.1% | 5.2 | 2.5% | 2.1% | ? | -2.0% | 4.2% | 9.0% | 24.6% |
| 38 | CN(CC(=O)Nc1ccccc1F)S(=O)(=O)c1ccc2c(c1)n(C)c(=O)c(=O)n2C | -9.5% | -1.0 | -13.8% | 4.9% | . | 1.8% | -3.2% | -12.7% | 16.0%[57 µM] |

3 structures already listed, sorted by heavy-atom count, descending:
| nr | mol | JMJD2A Tudor inh | PI4K2A block | BAZ2B block | ERG-DNA inh | G9a block | ALOX12 inh | GLS inh | RGS4 inhibitor | HP1b chromo inh |
| --- | --- | --- | --- | --- | --- | --- | --- | --- | --- | --- |
| 37 | Cc1nn(Cc2ccccc2)c(C)c1NC(=O)c1cc(-c2ccco2)on1 | -14.1% | 5.2 | 2.5% | 2.1% | ? | -2.0% | 4.2% | 9.0% | 24.6% |
| 35 | O=c1c2ccc([N+](=O)[O-])cc2ncn1CCOc1cccc(Br)c1 | ? | 18.5 | . | -8.6% | ? | -10.1% | -5.3% | -0.9% | 26.6% |
| 34 | CCCCNC(=S)Nc1ccc(F)cc1 | -2.9% | -8.3 | -0.2% | 3.2% | 4.1% | 0.0% | 2.6% | 14.6% | 33.3% |
